A350 autofl: qHTS Assay for Spectroscopic Profiling in A350 Spectral Region; max dye-equivalent concentration, M; AID 590, 2007; 11% of 59,000 active; Compound autofluorescence, 340/450 nm, Alexa 350 dye-equivalents; stronger effect = higher value; in the data active means max dye-equivalent concentration above about 10 nM; inconclusive means mostly about 1.1 nM to 9.6 nM
USP2a inh: qHTS Assay for Inhibitors of Ubiquitin-specific Protease USP2a; Ubiquitin carboxyl-terminal hydrolase 2 (Homo sapiens), O75604; USP2a enzymatic assay, qHTS inhibition; Potency, µM (highest dose often 38.3 µM), without a hit: top-dose activity change, negative = inhibition, actives largely listed as inhibitors; 0.1% of 60,000 active; AID 927, 2007;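 further: potency means the concentration at half of the fitted maximal effect; nearly all actives have a fitted effect of over 60% in size; plate controls were DMSO for no effect and NEM full inhibition control for full effect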
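USP2 core (20nM final) preincubated 30 min RT with compound, then Ub-PLA2 20nM and NBD C6-HPC 20uM final added; buffer 20mM Tris-HCl pH 8.0, 2mM CaCl2. Fluorescence Ex 460/Em 535 read at 0 and 2.5 h; normalized to NEM.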
BRCT inh green: qHTS Assay for Inhibitors of BRCT-Phosphoprotein Interaction (Green Fluorophore) | Breast cancer type 1 susceptibility protein (Homo sapiens), P38398 | BRCA1 BRCT-phosphopeptide binding, green fluorescence polarization | Potency, µM (highest dose often 76.9 µM), inactives show at the highest dose activity change, negative = inhibition, usual class: inhibitors | 0.05% of 75,000 active | AID 875, 2007;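 further: potency means the concentration at half of the fitted maximal effect; plate controls were peptide without protein for full effect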
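Fluorescence polarization: His-tagged BRCT (~35 kDa BRCA1 C-terminus, 250 nM) bound to 100 nM fluorescein-labeled phosphorylated 10-aa BACH1 peptide, pH 7.3 phosphate buffer with DTT and Tween 20. Compounds incubated 12 min at room temperature; inhibition read as lowered polarization.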
4MU fluor: qHTS Assay for Spectroscopic Profiling in 4-MU Spectral Region. AID 589, 2007. max dye-equivalent concentration, M. compound autofluorescence, 340/450 nm, 4-MU equivalents; stronger effect = higher value. 11% of 59,000 active; in the data active means max dye-equivalent concentration above about 10 nM; inconclusive means mostly about 1.1 nM to 9.6 nM
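Compounds in 100 mM Tris, pH 8.0, incubated 15 min at room temperature, then fluorescence read at 340 nm excitation/450 nm emission. Signal converted to 4-MU dye-equivalent concentration using an on-plate six-point 4-MU standard curve.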
Caspase-7 inhib: qHTS Assay for Allosteric/Competitive Inhibitors of Caspase-7; P55210; recombinant caspase-7, Ac-DEVD-AFC fluorescence rate; Potency, µM (top dose mostly 57.5 µM), for inactives: at the top dose activity change, negative = inhibition, hits mostly inhibitors; 0.02% of 75,000 active; AID 889, 2007; active means well fitted inhibition curve with a large enough effect in the main read-out, with a control signal flat, not every such curve was filed as active; inconclusive means small, poorly fitted or top-dose-only effect, or a change in a side signal; further: potency means the concentration at half of the fitted maximal effect; % of control where 0% means no effect
HEK293 cAMP ctrl: qHTS Assay for Agonists of the Thyroid Stimulating Hormone Receptor: Activators of Intracellular cAMP Concentrations in Parental HEK 293. parental HEK293 CNG cAMP sensor, membrane potential fluorescence. Potency, µM (highest dose often 57.1 µM), for inactives: at the highest dose activation, most hits filed as activators. 2.5% of 73,000 active. AID 938, 2007; further: potency means the concentration at half of the fitted maximal effect; % of control where 0% means no effect; nearly all actives have a fitted effect of over 55% in size
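Parental HEK 293 cells stably expressing a modified CNG channel (no TSHR) report cAMP rise as membrane depolarization. Membrane potential dye with 100 uM RO 20-1724 was loaded for 60 min at room temperature, then compound added for 30 min; fluorescence read at 590 nm.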
Fluorescein fluor: qHTS Assay for Spectroscopic Profiling in Fluorescein Spectral Region | max fluorescein-equivalent concentration, M | Compound autofluorescence, 480/540 nm, fluorescein-equivalent; stronger effect = higher value | 0.91% of 59,000 active; in the data active means max fluorescein-equivalent concentration above about 10 nM; inconclusive means between about 1.1 nM and that limit
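First, buffer (100 mM Tris, pH 8.0) dispensed; second, compounds and fluorescein standards pinned in; third, 15 min room-temperature incubation; finally, imaging at ex 480 nm/em 540 nm. Fluorescence normalized against the six-point fluorescein curve.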
Epigenetic mod: qHTS Assay for Epigenetic Modulators; 0.09% of 68,000 active; Potency, µM (highest dose often 46.1 µM), for inactives: top-dose GFP derepression (activation); mouse C127i GFP locus derepression, cytometry, 30 h; further: % of control where 0% means no effect
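Murine C127i mammary cells carrying a silenced, stably integrated CMV-driven GFP reporter were treated with compound for 30 hours at 37 C. After PBS washes, GFP-positive cells were counted by laser-scanning microplate cytometry.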
UbGFP stabilizer: Ubiquitin-GFP Assay | Potency, µM (doses to about 45.9 µM), for inactives: at the highest dose activation (GFP accumulation), hits mostly activators | 67,000 tested, under 10 active | Ubiquitin-GFP reporter cells, proteasome inhibition, GFP fluorescence; response scale: untreated = 0%, 10 µM MG-132 = 100%; active means well fitted activation curve with a large enough effect, not every such curve was filed as active; inconclusive means small, poorly fitted or top-dose-only effect, or another doubt; inactive means no such curve, though single readings can be large or run the other way; further: potency means the concentration at half of the fitted maximal effect
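U2OS cells stably expressing ubiquitin(G76V)-GFP, seeded overnight in 0.5% FBS medium, were exposed to compounds (qHTS, 46 uM to 2.9 nM) for 4 hr at 37 °C. GFP-positive cells were counted by laser cytometry (488 ex/515 em), normalized between basal and 10 uM MG-132.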
BRCT inh red: qHTS Assay for Inhibitors of BRCT-Phosphoprotein Interaction (Red Fluorophore) | BRCT-phosphopeptide binding, red fluorescence polarization | Potency, µM (series often up to 76.9 µM), for inactives: at the highest dose activity change, negative = inhibition, hits mostly inhibitors | 0.03% of 75,000 active; further: on the % scale 0 is the no-effect control and ±100 the full control effect
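Fluorescence polarization: 100 nM His-tagged BRCA1 BRCT with 100 nM TAMRA-labelled phospho-BACH1 decapeptide, phosphate buffer pH 7.3 with 150 mM NaCl, DTT, 0.01% Tween 20; 12 min RT. Binding inhibition seen as FP decrease.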
Caspase-1 inhib: qHTS Assay for Allosteric/Competitive Inhibitors of Caspase-1; 0.03% of 75,000 active; Caspase-1 enzyme, Ac-WEHD-AFC fluorogenic rate; P29466; AID 900, 2007; Potency, µM (doses to about 57.5 µM), without a hit: at the highest dose activity change, negative = inhibition, usual class: inhibitors;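 further: potency means the concentration at half of the fitted maximal effect; plate controls were vehicle for no effect and no substrate for full effect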
Active calls of the source: *; i = inactive; ? = inconclusive; . = no result given; & = joins results of further samples; [ ] = remark or other dose. Unless noted, the call rests on the fitted dose curve; in most records, active means well fitted curve in the direction sought with a large enough effect; inconclusive means small, poorly fitted or top-dose-only effect, or another doubt; inactive means no such curve, though single readings can be large; an effect the other way counts as inactive or inconclusive. A portion of the library, so the mix of outcomes need not match the whole.

SMILES	A350 autofl	USP2a inh	BRCT inh green	4MU fluor	Caspase-7 inhib	HEK293 cAMP ctrl	Fluorescein fluor	Epigenetic mod	UbGFP stabilizer	BRCT inh red	Caspase-1 inhib
N#CCSc1nc2ccccc2c(=O)n1CCC(=O)NCCc1ccccc1	i	2%	-0.9%	i	-2%	6%	?	0%	6%	1.9%	2%
COc1cc(C(=O)Nc2nc(-c3cccs3)cs2)cc(OC)c1OC	?	35%[activator]	-1.6%	?	-1%	?	?	-2%	.	-1.7%	-3%
Cc1ccc(S(=O)(=O)N(C)CC(=O)N2CCCc3ccccc32)cc1	i	2%	0.8%	i	0%	12%	i	-3%	-4%	-0.2%	0%
Cc1ccc(C(C)C)c(OCCCN2CC(C)OC(C)C2)c1 (stereo not drawn)	.	5%	-1.9%	.	1%	?	.	0%	0%	-0.7%	-4%
Cc1ccccc1CS(=O)(=O)CCC(=O)NCCN1CCN(c2cccc(Cl)c2)CC1	i	61%[activator]	-1.8%	i	-1%	17%	i	0%	-3%	1.4%	-2%
CN(C)C(CNC(=O)c1cccc(S(=O)(=O)N2CC3(C)CC2CC(C)(C)C3)c1)c1ccco1 (stereo not drawn)	?	34%[activator]	1.0%	?	-3%	15%	i	4%	-1%	-1.1%	-3%
CC(C)c1nc2oc3c(NCc4ccccn4)ncnc3c2c2c1COC(C)(C)C2	?	-1%	1.4%	i	-2%	1%	?	5%	13%	1.0%	2%
CC(=O)Nc1cccc(C(=O)Nc2ccccc2C(=O)O)c1	i	2%	-0.7%	i	1%	4%	?	-3%	26%	-4.8%	2%
C=CCN1C(=O)C(CC(=O)O)SC1=Nc1c(C)n(C)n(-c2ccccc2)c1=O (stereo not drawn)	i	-9%	0.6%	i	3%	3%	i	0%	1%	-0.3%	0%
COc1ccc(NC(=O)N2CC3(CCN(C(=O)c4ccco4)CC3)C2)cc1	i	20%	-3.6%	i	-1%	-2%	i	2%[9.22 µM]	-8%	-1.1%	1%
CCC(Sc1nc(N)c(NC(=O)c2ccc(OC)c(OC)c2)c(=O)[nH]1)C(=O)OC (stereo not drawn)	.	.	-1.5%	.	-4%	?	.	.	-2%	1.1%	1%
Cc1c(Cl)cccc1N(CC(=O)N1CCCCCC1)S(C)(=O)=O	i	4%	1.5%	i	0%	6%	i	-3%	-1%	-0.1%	-1%
COc1ccc(OC)c(C(c2nnnn2C2CCCC2)N2CCN(c3ccccc3)CC2)c1 (stereo not drawn)	i	.	0.7%	i	0%	?	i	-1%	-3%	-0.2%	-4%
COC(=O)c1ccc(CSc2ccc3nnc(-c4ccc(OC)c(OC)c4)n3n2)o1	i	45%[activator]	-0.4%	i	0%	10%	i	-1%	25%	-0.4%	3%
CCOC(=O)CCN1C(=O)[C@H]2[C@H]3[C@H](O)[C@H](O)C/C(=N/OC[C@@H](O)COCc4ccco4)[C@@H]3CC[C@@H]2C1=O	.	.	0.3%[15.4 µM]	.	-1%[11.5 µM]	-1%[11.4 µM]	.	.	.	0.6%[15.4 µM]	-1%[11.5 µM]
CC1Cc2ccccc2N1CC(=O)NC(=O)NCc1ccco1 (stereo not drawn)	i	46%[activator]	0.4%	i	-3%	-5%	i	0%	-2%	-0.7%	0%
COC(=O)C1=C(C)N(Cc2ccccc2)[C@]23O[C@](C(=O)OC)(C(=O)N2C1c1ccccc1)C(C(=O)OC)C3C(=O)OC (stereo partly drawn)	.	.	0.4%&-8.6%[15.4 µM]	.	0%&-1%[11.5 µM]	-3%&18%[11.4 µM]	.	.	.	0.3%&1.0%[15.4 µM]	-2%&-1%[11.5 µM]
O=C(N=C1SCC(=O)N1c1ccccc1Cl)c1ccco1	.	37%[activator]	2.2%	.	-5%	0%	.	4%	22%	2.1%	0%
Cc1ccc(C)c(Cn2nnc3c(=O)[nH]c(C4CCCN(C(=O)C5CCC5)C4)nc32)c1 (stereo not drawn)	i	21%	23%	i	1%	?	i	0%	-3%	-0.8%	-5%
COc1nc(-c2ccccc2)ccc1-c1noc(-c2ccccc2)n1	i	8%	-0.2%	i	1%	5%	i	3%	-2%	-1.4%	-2%
Cc1cc(C(F)F)n2nc(C(=O)NCc3ccccc3F)nc2n1	i	2%	-1.0%	i	1%	8%	i	-6%	0%	2.7%	0%
COc1ccccc1C(=O)Nn1cnc2ccccc2c1=O	i	4%	-0.8%	i	4%	2%	i	0%	5%	-0.1%	1%
COC(=O)c1ccc(NC(=O)c2cnc3scc(C)n3c2=O)cc1	.	.	4.2%	.	0%	-3%	.	.	-2%	-3.4%	-2%
COc1cccc(N)c1	.	.	-0.2%	.	2%	1%	.	.	.	1.6%	-1%
CC1CCC(n2c(=S)[nH]c3ccccc3c2=O)CC1 (stereo not drawn)	.	-5%	-2.8%	.	-1%	-9%	.	-2%	-3%	0.2%	-5%
CC1=C(C)NC(=S)SC1	i	.	-1.6%	i	1%	1%	i	7%	-3%	0.2%	-1%
CCOc1ccc2c(ccc(/C=C\c3cc(C)c4cccnc4c3O)[n+]2C)c1	1.4e-08M*	.	1.0%[15.4 µM]	1.2e-08M*	-6%[11.5 µM]	12%[11.4 µM]	i	6%[9.22 µM]	-4%[9.17 µM]	-0.8%[15.4 µM]	-5%[11.5 µM]
COc1ccc2c3c(cccc13)NN=C2C	i	?	-7.1%	i	?	-21%	i	-1%	-5%	-4.7%	?
COCCNc1nc(-c2ccccc2Cl)nc2ccccc12	i	39%	1.2%	i	0%	22%	i	2%[9.22 µM]	0%	0.1%	-1%
COc1ccc(NC(=O)c2nc3nc(C)cc(C(F)F)n3n2)cc1OC	.	.	-1.8%	.	0%	-4%	.	3%	-10%	1.0%	2%
Cn1nnc(NC(=O)c2ccc(C(C)(C)C)cc2)n1	i	15%	0.0%	i	0%	10%	i	-2%	-2%	-0.1%	-1%
COCCNC(=O)c1ccc2c(c1)NC(=O)CS2	i	5%	0.1%	i	-8%	2%	i	3%	16%	2.2%	3%
O=C(c1ccncc1)N1CCN(C(=O)c2ccco2)CC1	i	-1%	-2.0%	i	-1%	-1%	?	1%	4%	-0.2%	0%
c1ccc(OCCCc2nc(-c3ccccn3)no2)cc1	i	-2%	-2.4%	i	2%	2%	?	0%	-2%	-0.5%	-1%
O=Cc1ccc(B(O)O)cc1	.	.	-1.1%	.	0%	9%	.	.	.	-4.4%	0%
O=CNc1ccccc1Oc1ccccc1	.	.	-2.0%	.	1%	?	.	-2%	-6%	-0.3%	3%
Cc1nonc1NC(=O)CSc1ccc(-c2ccccc2)nn1	i	10%	2.4%	i	-2%	-12%	i	1%	3%	0.3%	0%
Cc1[nH]nc2c1/C(=N\O)CC(C)(C)C2	.	-4%	-3.5%	.	-1%	0%	.	0%	-14%	0.9%	-3%
c1ccc(-c2nnc(SCc3cn4ccsc4n3)o2)cc1	i	1%	0.5%	i	0%	7%	?	-1%	-5%	0.0%	2%
O=c1oc(-c2cccc(S(=O)(=O)N3CCOCC3)c2)nc2ccccc12	i	45%[activator]	-2.2%	i	-1%	5%	i	1%	?	-5.1%	0%
CC[C@H]1NC(=O)c2cc(S(N)(=O)=O)c(Cl)cc2N1	6.2e-08M*	34%[activator][17.1 µM]	-2.1%[34.4 µM]	7e-08M*	3%[25.7 µM]	2%[25.6 µM]	?	0%[20.6 µM]	2%[20.5 µM]	-3.9%[34.4 µM]	-3%[25.7 µM]
Cn1c(=O)c2c(nc(Br)n2Cc2ccccc2Cl)n(C)c1=O	i	-4%	-1.2%	i	0%	?	i	-1%	2%	-0.7%	-2%
CCN1C(=O)C(O)(C2COC(C)(C)CC2=O)c2cc(Br)ccc21 (stereo not drawn)	i	4%	-1.2%	i	0%	19%	i	3%	-21%	0.2%	-1%
COc1ccc(-c2nc3cnccn3c2Nc2ccc3c(c2)OCO3)cc1	.	.	-0.6%	.	-3%	-31%[inhibitor]	.	.	9%	-0.1%	-3%
COc1ccc(N2CCn3c2nc2c3c(=O)n(CCc3ccccc3)c(=O)n2C)c(OC)c1	?	6%	-1.3%	i	2%	-7%	?	0%	-10%	-1.3%	-1%
CCc1cc(C(C)=O)c(O)cc1OCCCCCC(C)(C)c1nn[nH]n1	.	.	0.3%	.	-8%	20µM*	.	.	.	-5.1%	-4%
CCOC(=O)N1CCN(C(=O)c2ccc(CN(c3ccc(C)c(C)c3)S(C)(=O)=O)cc2)CC1	.	11%	-1.4%	.	-1%	-10%	.	-2%	-4%	-2.1%	1%
